MEKK2 WT-MEK5 – raises or lowers MEK5 binding to wildtype human MEKK2 PB1 domain; 290,000 tested, 1.1% active; Q9Y2U5; bead flow cytometry, Alexa488-MEK5 binding to MEKK2 WT; actives lie on both sides; binding response (% of control), % at 10 µM; in the data active = binding response below about 67% or above about 130%
NALP1 yeast inh – NALP1 inhibition | S. cerevisiae NALP1/ASC/caspase-1 growth, X-gal OD620, 72 h | inhibition, % at 10 µM | 280,000 tested, 0.61% active | AID 2071; in the data active = inhibition mostly above about 24%, no sharp cut-off; inactive = mostly below about 32%; note: some compounds called inactive have numbers as strong as hits
IMP-1 inhibitor – blocks Pseudomonas aeruginosa IMP-1 metallo-beta-lactamase | purified IMP-1, nitrocefin hydrolysis, epi-absorbance fluorescence | inhibition, % at 5.6 µM | 290,000 tested, 0.45% active | AID 1556;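 active = inhibition above the mean plus 3 SD of all compounds in the same screening run, cut at about 4.5% in these data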;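 note: 0% = IMP-1 with DMSO and 100% = DMSO wells lacking enzyme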
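System: purified IMP-1; amount: IMP-1 0.2 nM before substrate addition; compound: single dose, 5.6 µM; times: 25 °C, 15 min preincubation, 25 min reaction; signal: Epi-absorbance via hydrolysed-nitrocefin quenching of white-plate fluorescence, 480/530 nm, EDTA stop; benchmarks: DMSO with and without IMP-1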
VIM-2 inh – blocks Pseudomonas aeruginosa VIM-2 metallo-beta-lactamase; 290,000 tested, 0.89% active; AID 1527; inhibition, % at 5.6 µM; purified VIM-2, nitrocefin hydrolysis, epi-absorbance fluorescence;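 active = inhibition above the mean of all tested compounds plus 3 SD, cutoff set per screening run, cut at about 7.5% in these data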;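 note: red hydrolysis product quenches plate fluorescence so inhibitors raise well fluorescence; 0% = enzyme with DMSO and 100% = DMSO without enzyme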
NS3 helicase inh – blocks Hepatitis C virus NS3 helicase unwinding. 290,000 tested, 0.56% active. NS3 helicase DNA unwinding, Cy5 molecular beacon fluorescence. inhibition, % at 10.9 µM;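 active = inhibition above the mean of all tested compounds plus 3 SD, set per campaign, cut at about 35% in these data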;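 note: 0% = DMSO wells and 100% = thioflavine S control wells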
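Test system: hepatitis C virus NS3 helicase domain fragment enzyme. Also added: annealed dual-labelled DNA beacon duplex, ATP-started. Timing: 60 min unwinding reaction at 25 °C after ATP addition. Technique: Cy5 fluorescence. Measure: % inhibition of unwinding.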
FID counter – fluorescent intercalator displacement, NS3 helicase counter-screen. DNA fluorescent intercalator displacement, fluorescence. 290,000 tested, 0.17% active. inhibition, % at 7.9 µM. AID 1845; in the data active = inhibition above about 37%;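 note: 0% = vehicle and 100% = reference compound; higher means more ethidium bromide displaced from hairpin DNA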
MEKK2 mut-MEK5 – signal of MEK5 binding to mutant human MEKK2 PB1 domain; bead flow cytometry, Alexa488-MEK5 binding to MEKK2 mutant; percent response, % at 10 µM; 290,000 tested, 0.35% active; AID 1530; in the data active = percent response above about 24%, passing the limit was not always enough; note: inactives centre near 1; some results filed as inactive read as strong as hits
SUMO HTRF inh – SUMOylation inhibition; inhibition, % at 35 µM; 290,000 tested, 0.36% active; HTRF SUMOylation assay, SAE1/SAE2 + UBC9, in vitro; P63279; in the data active = inhibition above about 50%, passing the limit was not always enough; note: strong numbers were not always called active
Target sequence (P63279 whole entry, looked up): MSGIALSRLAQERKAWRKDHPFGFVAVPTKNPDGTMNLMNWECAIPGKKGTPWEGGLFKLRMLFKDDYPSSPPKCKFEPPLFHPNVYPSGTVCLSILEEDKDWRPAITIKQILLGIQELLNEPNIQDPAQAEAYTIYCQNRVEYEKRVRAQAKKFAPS
M18AAP inhibitor – PfM18AAP enzyme inhibition; recombinant PfM18AAP, H-Glu-NHMec fluorogenic cleavage; inhibition, % at 7.35 µM; 290,000 tested, 1.2% active; AID 1822;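 active = inhibition above the campaign mean inhibition over all tested compounds plus 3 SD, cut at about 28% in these data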;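 note: 0% = plate median of test compound wells and 100% = 2 mM ZnCl2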
An asterisk follows results filed as active; . = not tested or not shown.

SMILES	MEKK2 WT-MEK5	NALP1 yeast inh	IMP-1 inhibitor	VIM-2 inh	NS3 helicase inh	FID counter	MEKK2 mut-MEK5	SUMO HTRF inh	M18AAP inhibitor
COc1ccc([N+](=O)[O-])cc1N(CC(=O)NCCSc1ccc(C)cc1)S(C)(=O)=O	100	-18	-0.3	-1.8	8	-9	4	3	0
COc1cccc(C(=O)NCC(=O)NCc2cc(=O)n(C)c(=O)n2C)c1OC	102	3	-2.6	-1.8	2	-7	-1	-10	5
CCn1c(SCC(=O)N2CCOCC2)nc2c([nH]c3ccccc32)c1=O	108	5	-0.9	8.0*	2	-14	8	11	3
Cc1c(N2C(=O)/C(=C\c3ccc(N(C)C)cc3)N(C)C2=S)c(=O)n(-c2ccccc2)n1C	97	34	-6.2	-3.8	1	-25	-1	-22	1
CC(NC(=O)COc1cc(=O)n(C)c2ccccc12)c1ccc2c(c1)OCCO2 (stereo not drawn)	92	-9	-2.2	-1.3	8	-17	-5	4	1
O=[N+]([O-])c1cccc(-c2ccc(SCc3ccccn3)nn2)c1	83	28	-1.7	-0.2	1	1	-11	3	-2
Cc1ccc(S(=O)(=O)N2CCCC(C)C2)cc1 (stereo not drawn)	109	-9	-1.6	-0.6	6	-3	8	4	8
COc1cc(C(=O)O/N=C(\N)c2ccccn2)cc(OC)c1OC	98	-1	-1.7	-0.1	3	-15	-4	15	1
O=C(NCCc1cccnc1)c1cc(COc2ccc(F)cc2F)on1	99	15	-2.0	-1.4	-7	-18	-1	14	-15
CCCC(=O)Nc1ccc2nc(SCC(=O)N3CCCC3)sc2c1	94	-1	-3.3	-2.3	11	-19	-9	10	-12
COc1cccc(OCCn2c(C)c(/C=N/n3cnnc3)c3ccccc32)c1	107	2	-2.7	-3.6	-16	-5	4	-102	-2
CC(C)(CC(=O)O)CC(=O)NCc1c(Cl)cccc1Sc1ccc(Cl)cc1	100	6	-2.7	-3.2	2	-43	0	0	-2
CN(C)Cc1ccccc1COc1ccccc1	92	46	-0.9	-1.2	-4	1	-5	0	-13
O=c1cc(NCc2ccccc2)nc2n1CCCS2	100	26	-3.7	-3.7	-6	-7	-4	4	-13
O=[N+]([O-])c1cc(S(=O)(=O)N2CCCCCC2)ccc1F	83	79*	-4.1	-4.5	8	3	3	12	-10
Cc1cnc(CNC(=O)C2CCC(=O)N(CCc3cccc(F)c3)C2)[nH]1 (stereo not drawn)	99	17	-1.6	0.6	-5	-7	-5	5	-6
CCCC(=O)N1CCN(c2nc3c(OC)ccc(Cl)c3s2)CC1	105	18	-0.6	0.6	-11	-50	0	12	0
O=C(Nc1ccnn1C1CCN(C2CCCC2)CC1)c1ccccc1Cl	104	1	-2.6	-1.9	4	-2	1	-9	1
Fc1ccc(-c2ccnc3nc(N4CCOCC4)nn23)cc1	96	7	-1.8	-1.9	0	-3	-4	52*	2
COC(=O)C1=C(C)N=C2SC(C#N)=C(N)N2C1c1cccc(OC)c1 (stereo not drawn)	98	8	-1.6	-3.5	-5	-4	5	12	0
O=C(c1ccc(NC2=NC3CS(=O)(=O)CC3S2)cc1)N1CCN(c2ccc([N+](=O)[O-])cc2)CC1 (stereo not drawn)	104	-24	-3.1	0.2	0	-7	0	-6	2
CC(C(O)C12CC3CC(CC(C3)C1)C2)N1CCCCC1 (stereo not drawn)	107	14	-3.0	-3.1	7	1	7	15	2
Cc1ccc(C(C[N+](=O)[O-])c2c(C)cc3ccccn23)cc1 (stereo not drawn)	96	99*	-2.7	3.1	20	-8	-2	18	-4
O=C(O)COn1c(-c2ccc(Cl)cc2)nc2ccc(Cl)cc21	104	0	-2.7	-1.3	4	-7	9	9	3
O=c1cc(O)n(C2CCCCCC2)c(=O)[nH]1	103	9	-2.3	0.7	1	-16	8	6	9
CCOC(=O)c1sc(NC(=O)CSc2nc3c(cc2C#N)CCCCCC3)c(C#N)c1C	79	-1	-3.7	-2.7	-1	2	-10	21	1
O=C(Nc1ccc(S(=O)(=O)NC2=NCCCCC2)cc1)c1ccco1	107	-1	-1.3	-1.9	-1	-11	1	8	1
O=C(C1=C[C@H](c2ccc(Br)cc2)C[C@H](OCc2ccc(CO)cc2)O1)N1CCOCC1	102	-15	-1.3	-1.7	0	-22	1	-5	3
FC(F)(F)c1cccc(NC(=S)NNC(=S)Nc2cccc(C(F)(F)F)c2)c1	107	-1	-1.8	-4.8	0	26	-5	-18	3
Cc1csc(NC(=O)CSc2nnc(-c3ccoc3C)n2C(C)c2ccccc2)n1 (stereo not drawn)	101	.	-3.2	-1.5	-22	-40	1	18	-12
CCOC(=O)N1CCN(C(=S)NC(=O)c2cncc(Br)c2)CC1	102	16	5.4*	-5.8	5	-11	3	-4	-7
COCCC(=O)N(Cc1ccc2c(c1)OCO2)C(C(=O)NC1CCCCC1)c1ccncc1 (stereo not drawn)	96	1	-3.1	-2.8	1	-13	-4	-36	30*
CCn1ncc(C2=NOC(C(=O)NCc3ccc(Cl)cc3)C2)c1C (stereo not drawn)	.	7	-0.1	2.2	-3	-17	.	21	14
CC1CC(C)(C)NC(=S)N1CCCC(=O)N1CCN(c2ccc(F)cc2)CC1 (stereo not drawn)	99	12	-2.2	-1.6	3	-17	-2	9	1
Cc1ccc(S(=O)(=O)C2(C(=O)Nc3ccc(C(C)C)cc3)CC2)cc1	60	17	-1.1	0.1	1	-22	-15	-28	-10
COc1cc(NS(=O)(=O)c2ccc(NC(=S)NC(=O)c3ccc(F)c(F)c3)cc2)nc(OC)n1	103	-51	-0.5	-3.4	10	-40	-3	.	4
Cc1cccc(N)c1SC1CCCCC1O (stereo not drawn)	112	23	-3.1	-3.2	-2	1	11	3	-2
CN=Cc1c(NC)nc2c(C)cccn2c1=O	104	12	-1.6	-0.2	4	0	15	-20	-10
COc1cc(Cl)cc(/C=C/c2ccc3cccc(O)c3n2)c1OC	101	-7	-0.7	-0.6	16	-20	1	20	-10
CC(C)OCCCNS(=O)(=O)c1ccc2c(c1)OCCO2	102	7	-5.5	-0.7	11	-2	3	15	-10

Molecules above that have a cyano group (2):
SMILES	MEKK2 WT-MEK5	NALP1 yeast inh	IMP-1 inhibitor	VIM-2 inh	NS3 helicase inh	FID counter	MEKK2 mut-MEK5	SUMO HTRF inh	M18AAP inhibitor
COC(=O)C1=C(C)N=C2SC(C#N)=C(N)N2C1c1cccc(OC)c1 (stereo not drawn)	98	8	-1.6	-3.5	-5	-4	5	12	0
CCOC(=O)c1sc(NC(=O)CSc2nc3c(cc2C#N)CCCCCC3)c(C#N)c1C	79	-1	-3.7	-2.7	-1	2	-10	21	1

Next compounds
SMILES	MEKK2 WT-MEK5	NALP1 yeast inh	IMP-1 inhibitor	VIM-2 inh	NS3 helicase inh	FID counter	MEKK2 mut-MEK5	SUMO HTRF inh	M18AAP inhibitor
Nc1cc(=O)[nH]c(SCCSc2ccccc2F)n1	101	10	-2.2	-1.4	12	-7	2	8	2
Cc1cccc(N(C)C(=O)c2coc(=O)c3ccccc23)c1	108	.	-3.9	-2.3	0	-6	7	-2	5
CCOC(=O)c1cnc2cc(C)ccn2c1=O	94	15	-1.2	-1.9	0	-2	-1	3	2
CNc1nc(Cl)c(SC)c(NCc2cccc(OC)c2)n1	105	16	-1.1	-2.2	-2	-21	5	6	1
Cc1ccc(C)c(S(=O)(=O)NCc2ccc(C(=O)NCc3ccco3)cc2)c1	100	14	-4.3	-2.2	1	-27	3	14	-4
O=C(NC1CCCC1)c1c[nH]c2ccc(F)cc2c1=O	96	11	-2.5	-1.1	3	4	-1	15	4
NC(=S)Nc1c(Cl)cccc1Cl	105	-18	-1.5	-0.7	8	1	5	-4	-1
C=CCN1C(=NC(=O)CCC)SC2CS(=O)(=O)CC21 (stereo not drawn)	101	1	-3.4	-1.1	20	-6	-1	-5	0
Fc1ccc(-c2cc(C(F)(F)F)nc(-n3cc(Cl)cn3)n2)cc1	89	-9	-2.5	0.7	4	-7	-10	-2	-1
CC(C)[C@H](NC(=O)[C@@H]1Cc2ccccc2CN1)C(=O)Nc1ccc2c(c1)OCCO2	104	9	0.4	-2.3	3	2	2	12	5
COc1cccc(C2C(C(=O)c3cc4cccc(OC)c4o3)=C(O)C(=O)N2c2cc(C)on2)c1OC (stereo not drawn)	94	8	-2.0	-3.5	13	-32	1	-9	0
Cc1nn(Cc2ccccc2Cl)c(C)c1NC(=O)/C=C/c1cnn(C)c1	103	-32	-2.8	-0.5	3	-20	5	-12	3
O=C(c1cnc2n(c1=O)CCS2)N1CCCc2ccccc21	98	-11	-6.3	-2.7	5	-2	1	-10	-1
CC(C)CCOc1ccc(Cl)cc1CN1CCOCC1	108	12	-2.4	-2.4	-8	-3	7	21	0
COc1cc2c(cc1OC)C(Nc1ccccc1)=NC(C)(C)C2	105	1	-1.8	-4.8	-4	-1	2	-4	3
O=C(Nc1sc2c(c1C(=O)O)CCCC2)c1cccs1	97	9	-1.9	-0.5	26	-11	4	-4	1
CN(C)P(=NC(=O)COc1ccc(Cl)cc1Cl)(N(C)C)N(C)C	94	4	-0.5	-2.5	4	-21	-3	14	-5
COc1ccnc(CSC(N)=Nc2ccccc2OC)c1	102	2	-4.5	-3.2	-2	4	3	22	14
CCOC(=O)N1CCN(Cc2nc3c(c(=O)[nH]c(=O)n3C)n2CCCc2ccccc2)CC1	96	6	-1.6	-2.7	3	-32	-1	-2	3
O=C(NC1CCN(c2ncccn2)CC1)c1ccccc1Cl	96	18	-4.3	-1.6	11	-7	5	6	-1

A second format for part of the listing above:
Compound,MEKK2 WT-MEK5,NALP1 yeast inh,IMP-1 inhibitor,VIM-2 inh,NS3 helicase inh,FID counter,MEKK2 mut-MEK5,SUMO HTRF inh,M18AAP inhibitor
Nc1cc(=O)[nH]c(SCCSc2ccccc2F)n1,101,10,-2.2,-1.4,12,-7,2,8,2
COc1ccnc(CSC(N)=Nc2ccccc2OC)c1,102,2,-4.5,-3.2,-2,4,3,22,14

Further structures follow:
SMILES	MEKK2 WT-MEK5	NALP1 yeast inh	IMP-1 inhibitor	VIM-2 inh	NS3 helicase inh	FID counter	MEKK2 mut-MEK5	SUMO HTRF inh	M18AAP inhibitor
CC12CN3CC(C)(CN(C1)C3c1cc(Br)ccc1O)C2=O (stereo not drawn)	104	-12	-1.8	-1.7	-6	2	9	12	0
COc1ccc(OC)c(CNC(=O)CCNC(=O)Cn2ccc3ccccc3c2=O)c1	114	10	-4.1	-3.5	5	-11	7	-12	-1
Cc1cc(O)c(-c2cc(C(=O)Nc3sc4c(c3C(=O)NCc3ccco3)CCC4)[nH]n2)cc1C	89	.	-2.1	-3.1	16	-4	1	48	12
CCOc1nc(Nc2cc(Cl)ccc2OC)nc(OCC)n1	102	11	-2.7	0.0	1	-1	5	9	-4
C#CCn1cnc2c(oc3ccccc32)c1=O	97	36	-1.4	0.7	7	1	-6	6	-5
CCC(c1nnnn1Cc1ccco1)N(CCc1ccccc1)Cc1cc2cccc(C)c2[nH]c1=O (stereo not drawn)	99	6	-2.1	-1.2	10	1	-2	3	3
COCCCNC(=O)C(C#N)c1nc2ccccc2nc1N1CCN(Cc2ccccc2)CC1 (stereo not drawn)	101	10	0.6	0.2	5	-6	-3	28	-5
Cc1ccc(-n2c(N)c(C(=O)Nc3c(C)n(C)n(-c4ccccc4)c3=O)c3nc4ccccc4nc32)cc1	99	21	-1.1	-3.2	4	-4	-1	27	-1

High-throughput results: PubChem, several laboratories
